Screening results: PubChem, The Scripps Research Institute Molecular Screening Center
ASAP1 inh – inhibitors of human ASAP1 ArfGAP activity, primary screen, biochemical, fluorescence polarization. Arf-GAP with SH3 domain, ANK repeat and PH domain-containing protein 1 (Homo sapiens), …. ASAP1-stimulated ARF1 GTP hydrolysis, GDP FP detection. inhibition, % at 16.5 µM. actives 0.19% (n = 360,000). AID 624377, 2012; in the data active means inhibition above about 25%;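 further: 0% = vehicle with enzyme and substrate and 100% = no enzyme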
Target sequence (Q9ULH1 325-724 limits assumed): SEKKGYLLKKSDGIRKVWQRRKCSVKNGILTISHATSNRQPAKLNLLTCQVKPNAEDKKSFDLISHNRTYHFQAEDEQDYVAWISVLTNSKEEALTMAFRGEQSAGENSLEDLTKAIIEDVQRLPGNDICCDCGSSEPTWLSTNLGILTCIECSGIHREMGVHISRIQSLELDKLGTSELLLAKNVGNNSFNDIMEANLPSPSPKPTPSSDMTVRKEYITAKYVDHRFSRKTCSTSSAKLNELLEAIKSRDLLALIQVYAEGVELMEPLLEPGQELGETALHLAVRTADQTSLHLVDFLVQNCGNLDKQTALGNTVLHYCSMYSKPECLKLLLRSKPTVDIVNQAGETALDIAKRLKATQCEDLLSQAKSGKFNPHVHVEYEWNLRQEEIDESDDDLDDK
ADAM17 inh – ADAM17 inhibitors, primary screen, biochemical, QFRET | Disintegrin and metalloproteinase domain-containing protein 17 (Homo sapiens), P78536 | recombinant ADAM17, EDANS/DABCYL FRET peptide cleavage | inhibition, % at 6.95 µM | actives 0.83% (n = 370,000) | AID 720648, 2013;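 active means inhibition above the mean of compounds lying between control limits plus 3 SD, set per campaign, cut at about 8.5% in these data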;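 further: 0% = DMSO-only wells as the low control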
Tn7 DDE FP – inhibitors of Tn7 peptide binding to fibrin DD(E), primary screen, biochemical, fluorescence polarization, human fibrin, Tn7 probe; Fibrinogen beta chain (Homo sapiens), P02675; actives 0.13% (n = 370,000); FP displacement of FITC-Tn7 peptide from fibrin DD(E); 0% = median of compound wells per plate; inhibition, % at 8.3 µM;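 active means inhibition above the mean of compounds falling within the control limits plus 3 SD of them, cut at about 14% in these data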;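 further: 0% = plate median of compound wells and 100% = 10 µM Aha-Tn7 peptide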
Target sequence (P02675 whole entry, looked up): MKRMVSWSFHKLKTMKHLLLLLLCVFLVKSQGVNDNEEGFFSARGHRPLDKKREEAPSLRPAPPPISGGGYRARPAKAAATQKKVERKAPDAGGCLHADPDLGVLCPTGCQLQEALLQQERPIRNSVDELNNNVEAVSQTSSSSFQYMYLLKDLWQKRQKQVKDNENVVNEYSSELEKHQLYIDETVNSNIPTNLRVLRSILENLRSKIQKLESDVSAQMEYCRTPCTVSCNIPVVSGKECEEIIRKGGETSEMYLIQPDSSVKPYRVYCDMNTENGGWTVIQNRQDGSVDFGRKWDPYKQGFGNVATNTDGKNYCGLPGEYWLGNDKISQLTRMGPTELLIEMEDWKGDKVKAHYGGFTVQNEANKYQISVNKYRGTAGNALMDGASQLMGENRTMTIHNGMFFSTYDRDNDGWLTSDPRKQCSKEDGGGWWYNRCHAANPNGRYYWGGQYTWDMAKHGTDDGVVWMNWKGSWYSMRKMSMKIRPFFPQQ
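system = human fibrin DD(E) protein | quantity = DD(E) 2 µM final | medium = Tris/NaCl/CaCl2 buffer, pH 7.8 | also added = labelled Tn7 tracer, 0.1 µM | compound dosing = single point at 8.3 µM | timing = compound with protein 10 min, then 3 h after probe, room temperature | signal = FP measurement | benchmarks = Aha-Tn7 high control | repeats = one replicate per compound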
LEDGF integ inh – blockers of LEDGF/p75-dependent integrase strand transfer – biochemical, TR-FRET, high throughput, primary screen | HIV-1 integrase (with human LEDGF/p75) | inhibition, % at 3.7 µM | TR-FRET IN-LEDGF/p75 DNA integration, Eu/Cy5 | actives 0.64% (n = 370,000);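 active means inhibition above the screen-wide mean plus 3 SD, cut at about 13% in these data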;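 further: signal is the Cy5 over europium emission ratio at 671 and 618 nm; 0% = plate median of compound wells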
PLCg1 inh – PLC-gamma1 enzyme inhibitors, primary screen, biochemical, fluorescence, purified enzyme; inhibition, % at 12.2 µM; AID 720700, 2013; 1-phosphatidylinositol 4,5-bisphosphate phosphodiesterase gamma-1 (Homo sapiens), P19174; actives 0.84% (n = 370,000); fluorogenic substrate; in the data active means inhibition above about 9.5%
ARFGAP1 inh – inhibitors of rat ARFGAP1 GAP activity, primary screen, biochemical, fluorescence polarization, GDP tracer. Arfgap1-stimulated ARF1 GTP hydrolysis, GDP FP detection. inhibition, % at 16.5 µM. actives 0.26% (n = 360,000). AID 651572, 2012;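 active means inhibition above a per-plate limit, mean inhibition of low control wells plus 3 SD, cut at about 25% in these data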;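 further: 0% = DMSO wells with enzyme and 100% = wells lacking Arfgap1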
Target sequence (Q62848 1-136 limits assumed): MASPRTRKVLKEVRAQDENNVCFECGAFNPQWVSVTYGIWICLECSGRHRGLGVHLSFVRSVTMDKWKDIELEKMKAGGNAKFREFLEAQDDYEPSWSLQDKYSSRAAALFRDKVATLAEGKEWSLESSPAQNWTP
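Replicates: Single well per compound | Assay system: Truncated rat Arfgap1 GAP domain | Control set: No-Arfgap1 wells (100%) versus DMSO full-reaction wells (0%) | Times: Enzyme reaction 120 min at 25 °C after 20 min preincubation | Reagent: Human ARF1(Δ1-17)-GTP substrate | Measured by: Tracer-displacement fluorescence polarization with EDTA stop, 620/688 nm | Measure: Percent inhibition of Arfgap1-stimulated GTP hydrolysis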
Tn6 DDE FP – inhibitors of Tn6 peptide binding to fibrin DD(E), primary screen, biochemical, fluorescence polarization, human fibrin, Tn6 probe | Fibrinogen beta chain (Homo sapiens), P02675 | Fibrin DD(E) TRITC-Tn6 fluorescence polarization displacement | inhibition, % at 8.3 µM | actives 0.21% (n = 370,000);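 active means inhibition above a per-campaign cutoff: mean of compounds within control limits plus 3 SD, cut at about 15% in these data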;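 further: 0% = median of all compound wells on the plate and 100% = blocking peptide control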
ADAM10 inh – human ADAM10 inhibitors, primary screen, biochemical, QFRET, HTS. recombinant ADAM10, EDANS/DABCYL FRET peptide cleavage, 3 h. inhibition, % at 7 µM. Disintegrin and metalloproteinase domain-containing protein 10 (Homo sapiens), O14672. actives 0.62% (n = 370,000). AID 720582, 2013;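 active means inhibition above a per-campaign cutoff equal to the mean of compounds falling between control-based bounds plus 3 SD, cut at about 20% in these data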;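 further: 0% = DMSO wells while the 100% control is not disclosed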
proKLK7 act – proKLK7 zymogen activators, primary screen, biochemical, fluorescence intensity; Kallikrein-7 (Homo sapiens), P49862; purified proKLK7, EDANS-DABCYL substrate fluorescence; 100% is mature enzyme control, 0% vehicle; activation, % at 7 µM; actives 0.9% (n = 370,000); AID 652039, 2013;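 active means activation above the mean of all tested compounds plus 3 SD, computed per campaign excluding outliers beyond control limits, cut at about 13% in these data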
TDP2 inh – human TDP2 enzyme inhibitors, primary screen, biochemical, epi absorbance, recombinant enzyme; Tyrosyl-DNA phosphodiesterase 2 (Homo sapiens), O95551; T5PNP hydrolysis, p-nitrophenol absorbance 415 nm; inhibition, % at 12.8 µM; actives 0.34% (n = 370,000); AID 720702, 2013;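 active means inhibition above the mean of all tested compounds plus 3 SD, set per campaign, cut at about 25% in these data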;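 further: 0% = DMSO with enzyme and 100% = buffer with substrate but no TDP2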
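Evaluation: % inhibition relative to enzyme-containing and enzyme-free wells. Material: recombinant human TDP2. Benchmarks: enzyme-free and DMSO wells. Timing: enzyme reaction with compound for 2 h at 37 °C. Compound dosing: 12.8 µM only. Measured by: p-Nitrophenol epi absorbance. Reagent: T5PNP substrate at 5 mM, a TopII-DNA adduct mimic. Replication: single well per compound.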
* = called active by the depositor; i = inactive.

LEDGF integ inh	PLCg1 inh	Tn7 DDE FP	ASAP1 inh	ADAM17 inh	ADAM10 inh	proKLK7 act	TDP2 inh	Tn6 DDE FP	canonical_smiles	ARFGAP1 inh
-4	-118	0	5	-358	i	1.2	3	-2	CC1(C(=O)N(CC(=O)NC2CCCC2)C2CCCC2)CC(=O)N=C2C=CC=CN21 (configuration not stated)	-3
2	1	-3	-8	0	4	-0.5	-1	4	CC(NC(=O)NCC1CCCO1)(C(F)(F)F)C(F)(F)F (configuration not stated)	-6
-1	-3	-10	-6	-4	-12	0.5	0	-3	COc1ccc(CNc2nc3nc(C)c(Cl)c(C)n3n2)cc1OC	-7
3	-4	4	2	-3	-4	0.1	0	0	CCOc1ccc(NC(=O)C2=C(C)NC(=S)NC2c2ccc(O)c(OC)c2)cc1 (configuration not stated)	-2
0	-102	-23	-2	-2	13	-1.2	-1	-6	CCOc1cc(/C=C2\N=C(SC(C)C(N)=O)N(c3ccc(OC(F)F)cc3)C2=O)ccc1O (configuration not stated)	-5
1	-3	12	-6	-5	1	0.7	10	9	C/C(=N\NC(=O)c1ccccn1)C12CC3CC(CC(C3)C1)C2	4
-1	2	-4	8	-3	3	-1.0	6	8	COc1ccccc1N(C(=O)CNS(=O)(=O)c1ccccc1)C(C(=O)NCc1ccco1)C(C)C (configuration not stated)	-3
0	2	-5	0	5	7	-0.1	-1	4	CCCNC(=O)c1ccc(N2CCC3(CC2)CC(c2ccccc2)=NO3)c(NC(=O)c2cccc(C)c2)c1	5
-9	-139	-5	-6	-95	-294	3.5	-11	4	CCc1cc(=O)oc2cc(C)cc(OCC(=O)NCC(O)c3ccccc3)c12 (configuration not stated)	8
-4	1	-6	-10	-1	-2	0.6	-3	-4	CC1(C)[C@H]2CC[C@]1(C)[C@@H](OC(=O)C[N+]1(C)CCOCC1)C2	4
-7	1	-2	1	0	-5	0.2	-10	-3	CC(C)(C)c1cc(CCC(=O)NCc2ccccn2)cc(C(C)(C)C)c1O	-7
2	-1	-8	-2	0	4	-0.1	3	-7	CCOc1ccc(CCNC(=O)c2cccc(C#N)c2)cc1OCC	3
-5	0	-1	-22	-1	-4	0.6	-12	9	CC(C)c1ccc(-c2nn[nH]n2)cc1	1
2	0	0	-13	1	-2	0.5	1	3	COc1ccc(CC(=O)Nc2cccc(C(=O)O)c2C)cc1	4
-5	0	3	1	-2	4	0.2	7	6	Cn1c(=O)cc(OCCCC(=O)Nc2ccccn2)c2ccccc21	1
2	-11	-6	-2	-5	-1	-0.6	2	-2	CC(=O)c1ccc(-n2nnnc2SCC(=O)NC2CCCCC2)cc1	2
-4	-2	2	-7	1	4	-0.1	-6	0	Cc1cc(OCC(F)(F)C(F)(F)C(F)(F)C(F)(F)C(F)(F)C(F)F)nc(N)n1	9
0	-1	3	6	-2	-4	-0.1	0	2	CN(C)CCNc1ncnc2c1ncn2[C@H]1CN(Cc2ccc(Cl)cc2)C[C@@H](CO)O1	12
2	-4	3	-1	1	-3	0.5	8	0	O=C(OCC(=O)N1CCN(C(=O)COC(=O)c2ccc(O)cc2O)CC1)c1ccc(O)cc1O	9
1	-3	-6	4	-1	-2	0.1	1	4	COc1ccc(-n2c(COc3cccc4cccnc34)nnc2SCC(=O)O)cc1	5
-1	3	-1	2	0	-1	-1.1	24	-3	CC1(C)C2CCC1(C)C(NCC(O)COc1ccc(C#N)cc1)C2 (configuration not stated)	7
-2	6	1	1	-2	-8	0.1	-3	-2	CCC1(c2ccc(F)cc2)NC(=O)N(CC(=O)NCc2ccc(F)cc2)C1=O (configuration not stated)	0
3	2	2	1	4	8	-0.1	-7	1	CCOC(=O)c1c(C)[nH]c(C)c1S(=O)(=O)NCC1CCN(Cc2cccc(F)c2)CC1	13
0	-5	5	-11	-1	0	0.0	-1	2	CCCCCCCCNCCS(=O)(=O)NCc1ccccc1OC	6
7	2	-2	-3	2	5	-0.2	-15	-9	Cc1nc(N2CCN(C(=O)c3ccco3)CC2)[nH]c(=O)c1C	-2
7	2	1	-8	1	9	-0.1	-3	3	CCOC(=O)C1=C(c2ccccc2)Nc2ncnn2C1c1cc(OC)cc(OC)c1OC (configuration not stated)	8
-3	0	-1	-8	-1	4	1.3	7	-3	O/N=C/c1ccnc(SCc2ccccc2)n1	-2
2	-1	3	6	-2	4	0.4	-5	-3	CC(NC(=O)c1ccco1)C(c1cccs1)N1CCN(c2ccccc2)CC1 (configuration not stated)	-6
0	-1	-5	-6	0	0	-0.6	-2	1	Cc1onc(-c2ccccc2)c1C(=O)N1CCC(C)CC1	-10
1	2	2	6	0	4	0.1	8	-3	CC(C)CNC(=S)NNC(=O)CC(C)O (configuration not stated)	5
1	-9	10	7	-8	-12	0.1	5	6	O=C(Nc1cccc(O)c1)c1c(O)c2ccccc2[nH]c1=O	6
-1	-1	5	-1	-1	4	0.2	10	-1	O=C(Cc1ccc(Cl)cc1)Nc1ccccn1	-16
-2	2	-9	17	-1	2	0.5	0	0	NC1(N)OC(CN2C(=O)c3ccccc3C2=O)CS1 (configuration not stated)	10
-1	-83	-3	-11	-117	-340	2.2	-8	2	Cc1cc(C)c(C#N)c(N2CCCC(C(N)=O)C2)n1 (configuration not stated)	2
-1	2	-5	-17	2	-6	0.2	-1	-1	CC(C)(C)CNC(=O)C1(C)CCN1C(=O)c1ccccc1CCc1ccccc1 (configuration not stated)	4
1	-4	-1	14	6	8	0.5	-4	5	COc1cc(NC(=O)c2ccccc2NS(=O)(=O)c2ccc(Cl)s2)cc(OC)c1	-2
-1	-3	5	-3	-9	-2	-0.5	-3	-1	COc1ccc(-n2nnc3c(SCC(=O)N4CCCc5ccccc54)ncnc32)cc1	1
1	-5	3	-6	-3	2	0.7	7	-5	COC(=O)c1ccc([N+](=O)[O-])c(CS(=O)(=O)c2ccc(Cl)cc2)c1	-2
-1	1	4	-2	0	9	0.1	0	-3	CCOC(=O)[C@@H]1[C@H]2COc3ccc(Br)cc3[C@@H]2N2C(=O)N(c3cccc(F)c3)C(=O)[C@@]12C	4
-2	4	-3	0	-7	-9	0.3	2	-1	O=C(COC(=O)CCS(=O)(=O)c1ccccc1)NC(=O)c1ccc(OC(F)F)cc1	-4
-1	-2	15*	8	-3	-6	0.3	-2	5	CC(=O)Nc1ccc(NC(=O)c2c([N+](=O)[O-])cnn2C)cc1	-5
-3	6	1	16	-2	-11	-1.0	-3	4	CNC(=S)Nc1ccc2nc(C)oc2c1	6
-7	-270	4	3	-189	i	5.8	-4	3	CCOC(=O)C(=CNc1cc(OC)ccc1-n1cccc1)C(=O)OCC	7
-1	2	-4	-4	-6	-3	-0.5	0	0	CCn1c(SCC(=O)Nc2ccc(C)cc2)nnc1-c1ccc(O)cc1	8
0	2	0	7	-1	3	-0.3	9	2	CC1CC(C)CN(CCCNC(=O)c2ccc3c(c2)N(Cc2ccccc2)C(=O)c2ccccc2S3=O)C1 (configuration not stated)	4
1	-1	4	0	-3	-9	-0.7	9	8	CC(OCc1ccccc1)C(NC(=O)OC(C)(C)C)C(=O)NCC1CCCO1 (configuration not stated)	-4
3	2	2	-3	2	12	0.3	-7	7	Cc1ccc(NC(=O)CC2C(=O)NC3CCCCC3N2C(=O)c2ccc(F)cc2)cc1C (configuration not stated)	-8
-3	-1	-5	13	-3	-10	0.7	4	8	CC(C)C(C)NC(=O)CN1C(=O)NC(C)(c2ccc3ccccc3c2)C1=O (configuration not stated)	4

Among those listed so far, these contain a COOH group.
LEDGF integ inh	PLCg1 inh	Tn7 DDE FP	ASAP1 inh	ADAM17 inh	ADAM10 inh	proKLK7 act	TDP2 inh	Tn6 DDE FP	canonical_smiles	ARFGAP1 inh
2	0	0	-13	1	-2	0.5	1	3	COc1ccc(CC(=O)Nc2cccc(C(=O)O)c2C)cc1	4
1	-3	-6	4	-1	-2	0.1	1	4	COc1ccc(-n2c(COc3cccc4cccnc34)nnc2SCC(=O)O)cc1	5

(continued)
LEDGF integ inh	PLCg1 inh	Tn7 DDE FP	ASAP1 inh	ADAM17 inh	ADAM10 inh	proKLK7 act	TDP2 inh	Tn6 DDE FP	canonical_smiles	ARFGAP1 inh
7	0	9	-8	5	17	-0.2	-2	1	S=C(NCc1ccccc1)NC1CCSc2ccccc21 (configuration not stated)	-5
-1	3	3	3	1	-3	0.7	-2	1	O=C(CSc1nnnn1-c1ccccc1)Nc1ccc(N2CCOCC2)cc1	-6
0	-6	-2	6	-1	-1	0.5	4	4	COc1ccc(-n2nnc3c(=O)n(CC(=O)Nc4cc(C)on4)cnc32)cc1OC	-5
0	-1	5	-8	-5	-5	0.6	-7	-4	O=C(C(=O)N1CCOCC1)c1cn(CCOc2ccccc2)c2ccccc12	10
1	-4	3	6	-3	-4	-0.4	4	-2	C[C@]12CC[C@@H]3c4ccc(O)cc4C(=O)C[C@H]3[C@@H]1CC[C@@H]2O	4
2	1	6	-5	-5	-4	-0.5	10	2	O=C(O)CCCN1C(=O)c2ccc(Oc3cccc([N+](=O)[O-])c3)cc2C1=O	6
3	0	-5	3	-1	-1	0.2	-10	0	CC(C)(C)N(Cc1ccccc1)C(=O)COC(=O)CN1C(=O)NC2(CCCC2)C1=O	1
3	1	-2	5	-1	-3	0.2	-1	-1	COC(=O)N1C[C@H](O)[C@H](O)C[C@@H]1c1ccccc1Br	10
0	-6	-3	7	-8	-19	-0.5	-3	-6	C#Cc1ccc([C@@H]2C=C(C(=O)N3CCOCC3)O[C@H](OCCCCO)C2)cc1	-4
